uPA surface inh – qHTS for Inhibitors of Cell Surface uPA Generation | Potency, µM (highest dose often 38.3 µM), inactives show at the top dose activity change, negative = inhibition, usual class: inhibitors | cell surface uPA generation assay, qHTS | AID 540303, 2011 | 0.31% of 330,000 active; active = well fitted inhibition curve with a large enough effect; inconclusive = small, poorly fitted or top-dose-only effect; inactive = no such curve, though single readings can be large or run the other way; tested in mouse RAW 264.7 cells; note: potency is the fitted concentration of half-maximal effect; % is set by controls: 0 for no effect and ±100 for the full control effect; nearly all actives have a fitted effect of over 55% in size
S-ASM inh – Inhibitors of Secretory Acid Sphingomyelinase (S-ASM): qHTS | Sphingomyelin phosphodiesterase (Homo sapiens), P17405 | placental ASM, HMU-PC fluorogenic substrate, 60 min | Potency, µM (titrated, usually from 57.5 µM), for the others: at the top dose activity change, negative = inhibition, usual class: inhibitors | 0.006% of 340,000 active | AID 504937, 2011; note: potency is the fitted concentration of half-maximal effect
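Human placenta-derived ASM preincubated with compound 10 min at room temperature, then reacted with 9 uM (final) fluorogenic HMU-PC substrate for 60 min at 37 C. Stop solution raises pH to 10; fluorescence read at Ex 386/Em 447 nm.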
Eya2 phos inh – qHTS Assay for Inhibitors of the Phosphatase Activity of Eya2. Protein phosphatase EYA2 (Homo sapiens), O00167. recombinant Eya2, OMFP fluorescence dephosphorylation (OMFP is methylfluorescein phosphate). Potency, µM (top dose mostly 76.9 µM), for the others: at the top dose activity, negative = inhibition, actives largely listed as inhibitors. 0.006% of 330,000 active. AID 488837, 2010; note: potency is the fitted concentration of half-maximal effect; % is set by controls: 0 for no effect and ±100 for the full control effect
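Eya2 protein (added as 0.2 uM solution) was preincubated with compound for 10 min at ambient temperature in 50 mM HEPES pH 7.5, 50 mM NaCl, 5 uM MgCl2, 0.05% BSA, 1 mM DTT. OMFP (added at 50 uM) then reacted 10 min; fluorescence read at 485/525 nm.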
B2AR arrestin – qHTS assay of beta-arrestin-biased ligands of beta2-adrenergic receptor | Beta-2 adrenergic receptor (Homo sapiens), P07550 | beta-arrestin recruitment to beta2AR, cell-based reporter | Potency, µM (series often up to 46.1 µM), for inactives: at the highest dose activation, hits mostly activators | 0.02% of 330,000 active;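 note: potency is the fitted concentration of half-maximal effect; 0% = DMSO controls and full agonism = EC100 isoproterenol or metaproterenol; nearly all actives have a fitted effect of over 65% in size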
p53 reactivation – qHTS assay for re-activators of p53 using a Luc reporter. 0.063% of 320,000 active. AID 504706, 2011. H1299 p53-A138V BP100-luciferase reporter, luminescence, 24 h. Potency, µM (series often up to 92.2 µM), inactives show top-dose activity change, positive = activation, hits mostly activators; note: potency is the fitted concentration of half-maximal effect; % of control where 0% means no effect; nearly all actives have a fitted effect of over 45% in size
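p53-null H1299 cells stably carrying temperature-sensitive p53-A138V and a BP100-luciferase reporter were pinned with compounds (4-point, 1:5 series) and held 24 hrs at 37 deg C. Luminescence was read 10 min after detection reagent.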
TRPV1 agonist – HTS Assay for Compounds that Act as Agonists of the Vanilloid Receptor 1; TRPV1-expressing cells, Fluo-8 calcium influx, agonist mode; activation, % at 8.33 µM; 0.19% of 320,000 active; in the data active = activation above about 80%; inconclusive = between about 30% and that limit; note: 0% is about no effect
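Cells expressing TRPV1 were dye-loaded with Fluo-8 and read kinetically: 10 s baseline, 3 min after compound (agonist portion), then 2 min after EC20 capsaicin (allosteric enhancer portion). Calcium-bound dye fluorescence at 480/520 nm.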
a7 integrin act – qHTS for Activators of Integrin-Mediated Alleviation for Muscular Dystrophy; 0.064% of 350,000 active; Potency, µM (doses to about 38.3 µM), without a hit: at the highest dose activation, actives largely listed as activators; alpha7betagal myoblasts, beta-gal FDG fluorescence, 48 h;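 note: potency is the fitted concentration of half-maximal effect; 100% = response of the positive control SU9516; nearly all actives have a fitted effect of over 60% in size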
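Alpha7betagal+/- myoblasts (passage 13) were plated 16-24 hr, then exposed to compounds (1:260 dilution of DMSO stock) for 48 hours at 37C. After MPER lysis, β-galactosidase reporter activity was read as FDG fluorescence (ex 480/em 540) after 30 minutes.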
USP2a block – qHTS Assay for Inhibitors of Ubiquitin-specific Protease USP2a Using CHOP2 as the Reporter. Potency, µM (highest dose often 38.3 µM), for the others: at the highest dose activity change, negative = inhibition, actives largely listed as inhibitors. Ubiquitin carboxyl-terminal hydrolase 2 (Homo sapiens), O75604. 0.01% of 330,000 active. USP2 core, Ub-CHOP2 coupled fluorogenic reporter, 485/531;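 note: potency is the fitted concentration of half-maximal effect; plate controls were DMSO wells for no effect and full inhibition by NEM control for full effect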
Target sequence (O75604 whole entry, looked up): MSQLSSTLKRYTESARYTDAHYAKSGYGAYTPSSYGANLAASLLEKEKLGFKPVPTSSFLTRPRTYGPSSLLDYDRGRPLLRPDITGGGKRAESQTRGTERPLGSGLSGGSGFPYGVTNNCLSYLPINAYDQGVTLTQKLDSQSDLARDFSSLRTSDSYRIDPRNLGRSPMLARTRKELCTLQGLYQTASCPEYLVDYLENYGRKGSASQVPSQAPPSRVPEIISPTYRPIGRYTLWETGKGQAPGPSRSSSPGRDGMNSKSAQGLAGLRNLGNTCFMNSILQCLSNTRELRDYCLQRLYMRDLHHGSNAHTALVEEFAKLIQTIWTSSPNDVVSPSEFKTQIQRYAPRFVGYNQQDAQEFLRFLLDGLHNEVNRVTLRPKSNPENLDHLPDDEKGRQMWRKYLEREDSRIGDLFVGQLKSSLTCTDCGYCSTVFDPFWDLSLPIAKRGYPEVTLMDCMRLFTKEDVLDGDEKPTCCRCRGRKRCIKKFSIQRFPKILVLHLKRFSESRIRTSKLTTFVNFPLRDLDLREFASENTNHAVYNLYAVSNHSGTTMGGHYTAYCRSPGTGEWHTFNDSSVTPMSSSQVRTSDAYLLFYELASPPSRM
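Deubiquitinase activity read as fluorescence (485/531 nm) after Ub-CHOP2 cleavage activates the enterokinase reporter on its substrate; USP2 core 10nM, Ub-CHOP2 and substrate 25nM each, 30min compound preincubation then 60min RT; data normalized to NEM, curves fitted.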
TSG101-PTAP inh – qHTS Assay for Iinhibitors of HIV-1 Budding by Blocking the Interaction of PTAP/TSG101. Potency, µM (doses to about 115 µM), for the others: top-dose activity change, negative = inhibition, actives largely listed as inhibitors. 340,000 tested, under 10 active. Tumor susceptibility gene 101 protein (Homo sapiens), Q99816. Fluorescence polarization, FITC-PTAP peptide / Tsg101 binding. AID 493005, 2010; active = well fitted inhibition curve with a large enough effect in the main read-out, with a control signal flat, not every such curve was filed as active; inconclusive = small, poorly fitted or top-dose-only effect, or effect the other way, or a change in a side signal; inactive = no such curve, though single readings can be large or run the other way; note: potency is the fitted concentration of half-maximal effect; % of control where 0% means no effect
Target sequence (Q99816 whole entry, looked up): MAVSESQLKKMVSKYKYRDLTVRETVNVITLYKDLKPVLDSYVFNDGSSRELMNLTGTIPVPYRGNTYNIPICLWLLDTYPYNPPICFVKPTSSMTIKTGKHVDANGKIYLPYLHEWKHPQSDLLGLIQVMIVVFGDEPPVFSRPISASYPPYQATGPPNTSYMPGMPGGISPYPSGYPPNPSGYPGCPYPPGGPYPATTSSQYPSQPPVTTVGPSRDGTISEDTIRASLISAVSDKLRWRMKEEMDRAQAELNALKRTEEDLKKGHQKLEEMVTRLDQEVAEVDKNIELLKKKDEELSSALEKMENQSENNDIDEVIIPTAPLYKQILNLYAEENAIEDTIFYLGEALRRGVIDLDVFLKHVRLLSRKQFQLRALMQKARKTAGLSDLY
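Tsg101 binding domain (10 uM final) was mixed with compound and a FITC-labeled PTAP peptide (50 nM final) in HEPES pH 7.5 buffer with NaCl, Tween 20, EDTA and TCEP; fluorescence polarization was read after 20 min at r.t.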
ELG1 genotoxic – qHTS screen for small molecules that induce genotoxicity in human embryonic kidney (HEK293T) cells expressing luciferase-tagged ELG1; HEK293T ELG1-luciferase reporter, luminescence, 16 h; Potency, µM (doses to about 46 µM), for the others: at the top dose activity change, positive = activation, actives largely listed as activators; 1.3% of 330,000 active; AID 504466, 2011; note: potency is the fitted concentration of half-maximal effect; % of control where 0% means no effect; nearly all actives have a fitted effect of over 60% in size
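Screening used a luciferase reporter fused to human ELG1 in HEK293T cells. Luminescence was read on a CCD plate imager after 16 hr exposure and 30 min ONE-Glo incubation.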
BRCA1 expr act – qHTS Assay to Identify Small Molecule Activators of BRCA1 Expression. MCF7-BRCA1-FFLuc reporter, luminescence, 48 h; response scale: scaled: vehicle 0%, 10 µM genistein 100%. Potency, µM (highest dose often 46.1 µM), for the others: at the top dose activation, most hits filed as activators. 1.1% of 380,000 active; note: potency is the fitted concentration of half-maximal effect; nearly all actives have a fitted effect of over 80% in size; some results filed as inactive show a strong effect at the top dose
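MCF7 cells carrying a BRCA1-firefly luciferase reporter (2000 cells/well, phenol-red free MEM) were attached for 2 h at 37 °C, then given compounds for 48 h. Luminescence was read 15 min after luciferase reagent; activity normalized to genistein (10 microM) and DMSO.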
* hit, by the source's call; ? = inconclusive; . = no result given; [ ] = another dose, or the depositor's remark. Unless noted, calls come from the whole dose curve; as a rule, active = well fitted curve in the direction sought with a large enough effect; inconclusive = small, poorly fitted or top-dose-only effect, or another doubt; inactive = no such curve, though single readings can be large; an effect the other way counts as inactive or inconclusive.

SMILES	uPA surface inh	S-ASM inh	Eya2 phos inh	B2AR arrestin	p53 reactivation	TRPV1 agonist	a7 integrin act	USP2a block	TSG101-PTAP inh	ELG1 genotoxic	BRCA1 expr act
COC(=O)C1=C(O)CSC1=Nc1ccccc1	7%	1%	-15%	0.3%	0%	-6	19%[1.53 µM]	1%	-1%	-4%	19%
Cc1noc(C(=O)NCc2ccco2)c1Cl	6%	1%	-13%	2.5%	6%	2	0%	-1%	-4%	3%	-3%
Cc1cccnc1NC(=S)NC(=O)c1cncc(Br)c1	.	0%	0%	14%	?	-3	-1%	0%	3%	6%	-9%
Cc1ccc(C(=O)Nc2ccc(NC(=O)c3ccco3)c(C)c2)cc1	-3%	3%	0%	-0.4%	20%	0	-12%	1%	-3%	?	31%
O=C(c1ccncc1)N1N=C(C2CCCCC2)CC1(O)C(F)(F)F (stereo not drawn)	0%	0%	-8%	0.4%	-3%	5	18%	4%	-1%	-9%	-3%
NS(=O)(=O)c1ccc(N/N=C/c2cn(-c3ccccc3)nc2-c2cccs2)c([N+](=O)[O-])c1	1%	-1%	-5%	0.1%	-9%	-1	-71%[inhibitor]	-1%	0%	-7%	-79%
COc1ccc(N2CCN(CCNC(=O)Nc3ccc(C)cc3Cl)CC2)cc1	-2%	-2%	3%	-0.5%	-4%	1	1%	4%	-4%	-7%	-3%
CSc1cccc(NC(=O)CN(Cc2ccc(Cl)cc2)S(C)(=O)=O)c1	.	-8%	?	-0.1%	-12%	2	14%[7.66 µM]	3%	-5%	-3%	-4%
O=C(CCS(=O)(=O)Cc1ccccc1F)NCCCN1CCCCC1	3%	1%	?	-0.5%	-1%	4	-10%	1%	-2%	-3%	14%
COC(=O)c1cc(=O)n(CCc2ccccc2)c(=Nc2ccc(F)cc2)s1	?	-2%	-8%	-0.3%	-6%	4	-14%	-1%	0%	-5%	-46%
O=[N+]([O-])c1ccc(S(=O)(=O)N2CCN(Cc3ccco3)CC2)cc1	1%	3%	-8%	-0.3%	3%	0	36%	0%	-6%	0%	-27%
O=C(c1cc(-c2ccccn2)nc2c(Cl)cccc12)N1CCN(S(=O)(=O)c2ccccc2)CC1	9%	-1%	-1%	-3.4%	-18%	-7	0%	-10%	-1%	-5%	-75%
Cc1ccccc1C(=O)NNC(=S)NC(=O)COc1ccccc1	-4%	2%	18%	-0.1%	-2%	-1	21%	8%	2%	-5%	-1%
COc1cccc(Nc2nc3cc(OC)ccc3cc2C#N)c1	-3%	477%[activator]	3%	-0.3%	9%	10	15%	1%	2%	4%	-17%
Cc1cccc(NC(=O)CCN2C(=O)c3ccccc3C2=O)c1	7%	-2%	-1%	-0.1%	6%	6	14%	-4%	-5%	-2%	5%
COC(=O)c1sc(S(=O)(=O)Nc2ccc(C)cc2)c(C(=O)OC)c1C	-9%	-2%	3%	-1.0%	15%	3	-13%	1%	-2%	0%	-1%
COc1ccccc1NC(=O)c1ccc(NC(=O)CN2CCCCC2)cc1	2%	-2%	3%	0.0%	-3%	.	8%	2%	-2%	1%	-27%
Cc1ccc(S(=O)(=O)N2CCN(c3ccccc3)CC2)cc1C	4%	0%	-2%	-0.4%	.	3	-22%	0%	-1%	1%	-2%
CCc1nnc(NC(=O)CCS(=O)(=O)Cc2ccccc2)s1	0%	-1%	0%	0.2%	4%	-3	4%	2%	-2%	-3%	-20%
O=C(CCc1c[nH]c2ccccc12)Nc1ncccc1O	2%	3%	4%	-0.7%	22%	8	4%	1%	-2%	6%	39%
CN(Cc1ccccc1)S(=O)(=O)c1ccc(Cl)c(C(=O)OCC(N)=O)c1	1%	0%	1%	5.7%	0%	5	2%	0%	-2%	-2%	17%
O=C(CSc1nnc(CNC(=O)c2ccccc2F)o1)NCCc1ccccc1	2%	-1%	10%	-1.0%	-3%	-2	-2%	0%	-4%	2%	-94%
CCCCc1c(O)c2ccccc2[nH]c1=O	3%	2%	-3%	-3.4%	-1%	-2	-15%	1%	-6%	1%	-2%
CN1CCN(c2nc(-c3ccccc3Cl)nc3ccccc23)CC1	4%	0%	-7%	-0.4%	-2%	8	-12%	5%	-7%	0%	-15%
COC(=O)c1sc(NC(=S)NC(=O)c2ccccc2Cl)nc1C	2%	-1%	18%	2.7%	?	-2	6%	-4%	1%	?	?
Oc1c(CN2CCOCC2)ccc2ccccc12	3%	5%	-13%	0.9%	-1%	9	-44%	-1%	2%	1%	-30%
CCCCC(c1nnnn1C1CCCC1)N1CCN(C(=O)c2ccco2)CC1 (stereo not drawn)	2%	2%	-36%	-0.1%	0%	1	6%	-1%	-3%	-5%	9%
Cc1ccc2c(c1)C(c1ccc(O)cc1)(c1ccc(O)cc1)C(=O)N2C	-1%	-3%	1%	-0.4%	-5%	-1	9%	0%	-5%	1%	-1%
Cc1cc(C(F)(F)F)c2c(C)nn(CCc3nn[nH]n3)c2n1	0%	4%	-6%	-0.2%	-4%	-16	0%	-1%	0%	-6%	-11%
COc1ccc(C=CC(=O)c2ccc(OC)c(OC)c2O)cc1OC	-19%	-16%	.	.	.	.	-45%[inhibitor]	.	0%	.	-11%
Cc1ccc(NC(=O)CCc2ccc(C)o2)c(C)c1	-12%	2%	18%	-0.6%	20%	1	?	1%	-7%	-1%	20%
CCOC(=O)/C(=C/c1ccc(OC(F)F)cc1)C1=Nn2c(nnc2-c2ccc(Cl)cc2)SC1	-14%	-17%	.	.	.	.	-62%[inhibitor]	.	-5%	.	-100%
CCC(CC)C(=O)c1c[nH]c(C(=O)NCc2cccs2)c1	-1%	3%	-2%	0.1%	-6%	2	16%	1%	-5%	-1%	-19%
Cc1c(Cl)cccc1NC(=S)NCCC(c1ccccc1)c1ccccc1	2%	-12%	1%	0.1%	-9%	10	?	-7%	-3%	-2%	0%
Cc1cc(C(=O)Nc2ccccc2)oc(=O)c1	2%	1%	2%	-0.3%	?	0	14%	1%	-2%	?	82%
COCc1nnc(NC(=O)C2CCN(C(=O)c3ccco3)CC2)s1	0%	2%	0%	-0.1%	4%	1	24%	1%	-2%	-1%	-10%
O=C1CC(NC(=O)C(F)(F)F)c2cc3c(cc21)OCO3 (stereo not drawn)	1%	-3%	-11%	-0.2%	1%	0	2%	-3%	0%	0%	5%
Cc1cc(C(=O)NCc2cccs2)no1	.	0%	2%	-0.1%	-2%	0	4%	1%	-2%	6%	1%
CCn1c(N2CCN(C(=O)Nc3ccc(F)cc3)CC2)nc2ccccc21	-6%	-3%	6%	-0.3%	-1%	?	-13%	-9%	0%	-8%	13%
O=C(COc1cccc2c1CCNC2=O)Nc1cccc(F)c1	-3%	-4%	-8%	0.1%	-5%	0	19%	0%	0%	0%	-12%
COC(=O)CSc1nnc(CNC(=O)c2cc(OC)c(OC)c(OC)c2)n1C	2%	0%	3%	-0.1%	-8%	-2	6%	1%	-6%	0%	1%
c1ccc(CNc2nc(NCc3ccccc3)c3ccccc3n2)cc1	0%	4%	-6%	-0.4%	-8%	1	-80%[inhibitor]	-1%	0%	-6%	-1%
CC(NC(=O)COC(=O)C1CCCCC1)c1ccccc1 (stereo not drawn)	-27%	-1%	-4%	-0.4%	-3%	.	?	2%	-3%	5%	-1%
CCCS(=O)(=O)Nc1cccc(-c2ccc3nnc(C)n3n2)c1	-13%	1%	9%	0.3%	-4%	-1	40%	3%	0%	?	-59%
O=C(O)CN1C(=O)C(=O)N(Cc2c(F)cccc2Cl)C1=O	13%	3%	-24%	-0.9%	5%	-2	-11%	4%	-3%	-4%	5%
CCn1c(SCC(=O)N/N=C/C=C/c2ccccc2[N+](=O)[O-])nnc1-c1ccc(Cl)cc1	.	.	-7%	-0.4%	5%	-1	.	1%	.	-4%	.
Cc1ccc(C(=O)CSc2nnc(-c3cccnc3)n2N)cc1	.	4%	5%	0.5%	-20%	-5	-1%[7.66 µM]	0%	-3%	0%	-81%
O=C(Nc1ccccc1O)c1cc(S(=O)(=O)N2CCOCC2)c(Cl)cc1Cl	-38%	7%	-11%	0.2%	0%	4	-38%	3%	.	-28%	-81%[inhibitor]

Screening data: PubChem BioAssay, National Center for Advancing Translational Sciences (NCATS)
